Screens from PubChem BioAssay.
CaV13 FRET inh – Primary screen for inhibitors of IQ motif and Ca2+-dependent inactivation inhibitor domain binding in CACNA1D, Förster resonance energy transfer in living cells, …; HEK cells, CFP/YFP FRET ICDI-IQ, plate reader, 10 min; percent FRET-ratio fall versus neutral wells; inhibition, % at 12.3 µM; actives 0.098% (n = 340,000); AID 743397;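 active means mean replicate inhibition of at least 30% and at least 1% of replicates passing that level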;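 further: 0% = median of the neutral control wells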
N-glyco inh – N-linked glycosylation inhibition | D54 ERlucT glycosylation luciferase reporter, 24 h; percent of 100 nM tunicamycin response | reporter increase, % at 12.5 µM | actives 0.23% (n = 360,000);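 active means mean luciferase reporter signal, scaled so untreated is 0 and the glycosylation-blocking control 100, at or above a set limit in every replicate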;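 further: luciferase carries N-glycosylation sites so blocking glycosylation raises the light; 0% = median of neutral control wells and 100% = median of 100 nM tunicamycin wells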
H9c2 protect – protects H9c2 cardiomyocytes from peroxide injury. H2O2 injury protection, ATPLite, 2 h. protection from H2O2 cell death, % at 20 µM. actives 0.63% (n = 360,000). AID 588492;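 active means compounds giving at least 50% protection of heart cells from peroxide-induced death in the single-dose screen, raw or plate-pattern-corrected value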;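 further: 0% = DMSO wells with peroxide and 100% = DMSO wells without peroxide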
Exocytosis inh – lytic granule exocytosis inhibition. TALL-104 LAMP-1 surface exposure, flow cytometry; cells stimulated with thapsigargin and PMA. inhibition, % at 10 µM. actives 0.66% (n = 360,000). AID 651702;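 active means inhibition above about 55%, limit read from the data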
ABCB6 inh MLPCN – human ABCB6 transporter inhibition. Q9NP58. K562-ABCB6 porphyrin accumulation, flow cytometry, 1 h; active compounds read low. fluorescence ratio to DMSO, % at 10 µM. actives 0.19% (n = 360,000);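 active means fluorescence ratio to DMSO below 75%, the collection mean minus 3 SD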;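 further: signal is porphyrin accumulated inside mitochondria; 100% equals median channel fluorescence of DMSO control wells; lower ratio means ABCB6 inhibition with less porphyrin fluorescence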
PDI turbidity – blocks human protein disulfide isomerase activity; P07237; PDI insulin aggregation turbidity, A650, 90 min; inhibition, % at 10 µM; actives 0.052% (n = 350,000);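 active means mean inhibition across replicates of 30% or more, whatever share of single replicates reach that level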;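 further: absorbance from insulin aggregation driven by PDI reduction with DTT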
ABHD5 PLIN5 PPI – ABHD5-PLIN5 protein interaction inhibition; Q00G26+Q8WTS1; Split G. princeps luciferase complementation, luminescence, 4 h; inhibition, % at 4 µM; actives 0.78% (n = 360,000);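 active means inhibition above the mean inhibition across every tested compound plus 3 SD, cut at about 22% in these data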;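 further: 0% = DMSO only wells and the 100% control is not disclosed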
HTR2A ag – mouse HTR2A agonism via beta-arrestin recruitment | P35363 | actives 0.66% (n = 360,000) | CHO-K1 mHTR2A beta-arrestin complementation, luminescence; percent of 30 µM serotonin response | activation, % at 7.6 µM | AID 624169;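 active means activation above a run cutoff, the mean activation of all tested compounds plus 3 SD, cut at about 14% in these data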;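 further: 0% = plate median of compound wells and 100% = 30 µM serotonin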
Target sequence (P35363 whole entry, looked up): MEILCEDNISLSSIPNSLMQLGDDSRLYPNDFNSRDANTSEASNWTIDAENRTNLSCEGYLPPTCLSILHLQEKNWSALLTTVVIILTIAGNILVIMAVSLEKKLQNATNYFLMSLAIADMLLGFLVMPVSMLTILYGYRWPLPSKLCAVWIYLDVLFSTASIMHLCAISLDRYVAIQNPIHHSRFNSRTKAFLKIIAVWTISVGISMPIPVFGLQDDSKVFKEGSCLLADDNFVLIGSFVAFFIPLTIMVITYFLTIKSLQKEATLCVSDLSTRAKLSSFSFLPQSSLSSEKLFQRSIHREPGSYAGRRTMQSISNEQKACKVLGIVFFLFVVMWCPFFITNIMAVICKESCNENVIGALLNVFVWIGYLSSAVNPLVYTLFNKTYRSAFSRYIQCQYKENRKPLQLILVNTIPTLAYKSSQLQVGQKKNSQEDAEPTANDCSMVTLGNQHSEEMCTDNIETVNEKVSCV
MC4R antag cAMP – blocks human MC4R cAMP signaling; P32245; MC4R-expressing cells, MTII-stimulated cAMP, LANCE TR-FRET; inhibition, % at 6.5 µM; actives 0.48% (n = 360,000);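 active means inhibition above its plate's cutoff, the mean of tested wells on that plate plus 3 SD, cut at about 29% in these data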;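 further: 0% = Melanotan II alone and 100% = Melanotan II plus saturating MCL0020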
Target sequence (P32245 whole entry, looked up): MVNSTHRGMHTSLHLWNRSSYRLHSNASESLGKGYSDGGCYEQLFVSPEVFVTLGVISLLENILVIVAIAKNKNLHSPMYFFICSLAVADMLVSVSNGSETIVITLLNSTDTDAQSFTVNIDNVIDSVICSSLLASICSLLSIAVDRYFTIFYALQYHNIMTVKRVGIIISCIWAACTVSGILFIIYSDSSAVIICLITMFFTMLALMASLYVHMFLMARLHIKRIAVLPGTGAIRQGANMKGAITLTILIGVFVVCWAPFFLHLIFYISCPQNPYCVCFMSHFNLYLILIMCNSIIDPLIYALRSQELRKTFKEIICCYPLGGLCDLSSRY
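Assay system: U2OS cells stably expressing human melanocortin 4 receptor (MC4R) / Dosing: 6.5 µM / Timing: compound 30 min, challenge 1 h, detection 1 h / Measured by: Eu-cAMP/anti-cAMP TR-FRET, emission 671 nm / Replicates: singlicate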
MC4R barr agon – human MC4R agonism via beta-arrestin | P32245 | U2OS MC4R beta-arrestin complementation, luminescence; percent of melanotan II response, DMSO zero | activation, % at 8.9 µM | actives 0.98% (n = 360,000);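 active means activation above a per-plate cutoff, the mean activation of sample wells on that plate plus 3 SD, cut at about 8% in these data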
Active calls of the source: *; nt = no result given. No enrichment for hits, and some 4.2% of all compounds hit somewhere here.

Start of the data: the first 10 records (preview)
SMILES	CaV13 FRET inh	N-glyco inh	H9c2 protect	Exocytosis inh	ABCB6 inh MLPCN	PDI turbidity	ABHD5 PLIN5 PPI	HTR2A ag	MC4R antag cAMP	MC4R barr agon
NC(=O)c1cccc(-c2ccnc3c2CC(C(=O)Nc2cccc(Oc4ccccc4)c2)O3)c1 (centres undefined)	nt	-2	11	-5	100	4	1	2	6	-1.5
O=C(NC1CCCC1)C(c1ccc(O)cc1)N(CC1CCCO1)C(=O)C1COc2ccccc2O1 (centres undefined)	-7	-1	7	-3	102	5	-4	0	17	-2.7
Cc1cc(C)c2c(N)c(C(=O)c3ccc(Cl)cc3Cl)sc2n1	-6	-12	-5	-6	96	-11	-1	-1	2	5.2
O=C(CCN1CCOCC1)Nc1ccc2c(c1)CCC2	0	1	-8	3	88	7	0	-4	13	-0.1
CNC(=S)NC(CC(=O)OC)c1ccc2c(c1)OCO2 (centres undefined)	-9	2	4	6	103	1	-9	-2	-4	-0.2
CSCCC(NS(=O)(=O)c1cccc(C(F)(F)F)c1)C(=O)Nc1ccccc1N1CCCC1 (centres undefined)	-3	0	-3	0	95	9	-4	-1	5	4.7
CCN1CCCc2cc(CN(CCN3CCOCC3)C(=O)Nc3ccc(C)c(C)c3)ccc21	-3	-3	0	1	103	2	-6	-6	10	-0.1
CN(C)CCCNC(=O)C(=O)NCC(c1cccs1)S(=O)(=O)c1ccc(F)cc1 (centres undefined)	nt	-1	0	-3	103	1	-3	2	-1	0.4
O=C(Nc1ccccc1N1CCCCC1)C1CCN(S(=O)(=O)c2cccc(C(F)(F)F)c2)CC1	-5	-8	-7	-2	95	2	-6	6	-6	-1.7
O=C(NCCN1CCCCC1)/C(=N\O)c1ccccc1	-4	3	10	-1	91	-1	-1	7	9	-0.3

The listing, previewed entries included:
SMILES	CaV13 FRET inh	N-glyco inh	H9c2 protect	Exocytosis inh	ABCB6 inh MLPCN	PDI turbidity	ABHD5 PLIN5 PPI	HTR2A ag	MC4R antag cAMP	MC4R barr agon
NC(=O)c1cccc(-c2ccnc3c2CC(C(=O)Nc2cccc(Oc4ccccc4)c2)O3)c1 (centres undefined)	nt	-2	11	-5	100	4	1	2	6	-1.5
O=C(NC1CCCC1)C(c1ccc(O)cc1)N(CC1CCCO1)C(=O)C1COc2ccccc2O1 (centres undefined)	-7	-1	7	-3	102	5	-4	0	17	-2.7
Cc1cc(C)c2c(N)c(C(=O)c3ccc(Cl)cc3Cl)sc2n1	-6	-12	-5	-6	96	-11	-1	-1	2	5.2
O=C(CCN1CCOCC1)Nc1ccc2c(c1)CCC2	0	1	-8	3	88	7	0	-4	13	-0.1
CNC(=S)NC(CC(=O)OC)c1ccc2c(c1)OCO2 (centres undefined)	-9	2	4	6	103	1	-9	-2	-4	-0.2
CSCCC(NS(=O)(=O)c1cccc(C(F)(F)F)c1)C(=O)Nc1ccccc1N1CCCC1 (centres undefined)	-3	0	-3	0	95	9	-4	-1	5	4.7
CCN1CCCc2cc(CN(CCN3CCOCC3)C(=O)Nc3ccc(C)c(C)c3)ccc21	-3	-3	0	1	103	2	-6	-6	10	-0.1
CN(C)CCCNC(=O)C(=O)NCC(c1cccs1)S(=O)(=O)c1ccc(F)cc1 (centres undefined)	nt	-1	0	-3	103	1	-3	2	-1	0.4
O=C(Nc1ccccc1N1CCCCC1)C1CCN(S(=O)(=O)c2cccc(C(F)(F)F)c2)CC1	-5	-8	-7	-2	95	2	-6	6	-6	-1.7
O=C(NCCN1CCCCC1)/C(=N\O)c1ccccc1	-4	3	10	-1	91	-1	-1	7	9	-0.3
c1ccc(NN(Cc2ccccn2)c2ccccc2)cc1	-17	-3	-3	-3	101	6	-3	0	8	0.7
CCCC(C(=O)N1CCOCC1)N1C(=O)C2C3C=CC(C3)C2C1=O (centres undefined)	-9	1	4	-1	95	-3	-1	7	-4	1.2
O=C(N/N=C\CCc1ccccc1)c1ccco1	-4	0	-1	-3	96	0	1	1	3	0.2
COc1cccc(NC(=O)N2CCCC(C(=O)Nc3ccccc3OC)C2)c1 (centres undefined)	-4	-1	6	-1	97	2	4	1	5	0.8
COc1ccc(NC(=O)/C(C#N)=C/C=C/c2ccco2)cc1	-4	11	-4	0	98	-5	4	0	-26	-1.8
O=C(Nc1ccc2c(c1)OCCO2)c1ccoc1	4	1	-4	-2	89	5	-7	-1	3	-0.2
C=CCOc1nc2c(c(=O)n(C)c(=O)n2C)n1Cc1c(Cl)cccc1Cl	-5	0	5	18	83	0	-2	4	-1	-1.8
C(=NOCc1ccccc1)c1ccccn1	-9	-5	-17	4	98	-2	4	0	-5	0.0
COC(=O)c1cc(S(=O)(=O)N2CCN(c3cccc(Cl)c3)CC2)c[nH]1	nt	4	-15	-8	100	nt	-5	-10	-3	9.1*
Cc1ccnc(SCC(=O)c2ccc([N+](=O)[O-])cc2)n1	-5	0	17	5	97	-7	-1	-4	2	0.0
CC(=O)OCC(=O)Nc1ccc(Br)c(C)c1	-1	0	-5	-8	97	0	11	-5	5	3.2
S=c1[nH]nc(-c2ccncc2)n1/N=C/c1cccc(Cl)c1	0	0	-9	13	98	-5	-1	1	4	0.5
COc1cccc(-c2cc(C(=O)NC3CCCC3)no2)c1	-5	-8	-4	3	101	-1	-3	-4	3	1.4
Cc1ccc(SCC(=O)OCc2csc(CC(=O)Nc3ccccc3C)n2)cc1C	-3	0	-2	-2	87	-1	1	8	4	1.2
CCN(CC)C(=O)c1sc(NC(=O)Cc2ccc(OC)cc2)c(C#N)c1C	-5	3	-3	3	100	5	-1	0	2	-0.6
Other compounds follow:
SMILES	CaV13 FRET inh	N-glyco inh	H9c2 protect	Exocytosis inh	ABCB6 inh MLPCN	PDI turbidity	ABHD5 PLIN5 PPI	HTR2A ag	MC4R antag cAMP	MC4R barr agon
C=CCOC(=O)C1=C[C@H](c2cn(C(C)=O)c3ccccc23)C[C@H](OCCCCO)O1	-9	0	16	1	93	-13	10	-3	2	0.2
CCOc1cc(-c2noc(-c3ccncc3)n2)cc(Br)c1OC	-4	1	-4	-2	104	-4	-2	2	9	-0.8
CC[C@@]1(C(=O)OC)N[C@H](CN(C)C(C)=O)[C@@H]2C(=O)N(Cc3ccccc3)C(=O)[C@@H]21	-5	1	17	6	100	-1	4	4	10	-1.1
Cc1ccc(C)c(-c2cc(C(=O)Nc3nccs3)c3ccccc3n2)c1	-8	-3	24	-4	98	-4	-7	5	-2	-0.3
CC1CN(C2CCCCC2)c2nc3c(c(=O)n(C)c(=O)n3C)n2C1 (centres undefined)	-4	1	8	1	98	13	3	0	14	-0.6
CCCOC(=O)c1ccc(NC(=O)c2ccoc2C)cc1	nt	1	-9	-1	95	-3	-1	6	-1	1.4
N#C/C(=C\c1ccc(OC(F)F)cc1)C(=O)N1CCCCC1	-14	2	7	2	95	0	14	-1	32*	-0.4
Cc1ccc(CN2C(=O)N/C(=C/c3ccc(-c4ccc(C(=O)O)cc4)o3)C2=O)cc1	-5	0	3	2	99	6	5	-2	3	2.3
CCC(C(=O)NC(C)(C)C)n1c(-c2cccc(NC(C)=O)c2)nc2ccccc21 (centres undefined)	-16	nt	nt	5	nt	nt	2	9	nt	nt
Cc1ccc(NC(=O)CN(C)CC(=O)Nc2ccccc2C(=O)Nc2ccccc2)cc1	-7	0	-2	0	97	6	4	-3	19	1.5
CCOc1cc2c3c(c1)C(C)CC(C)(C)N3C(=O)C2=O (centres undefined)	-5	11	4	3	99	-2	-1	-2	-26	0.6
COc1ccc(NC(=S)NCCc2ccccc2)c(C)c1	-6	-4	4	1	93	2	-6	-4	4	-2.5
Cn1c2ccccc2c(=O)c2cc(C#Cc3cccc(N)c3)ccc21	nt	0	11	-5	100	1	3	-4	2	-0.6
COC(=O)c1ccccc1C(=O)N(c1ccccc1)c1ccccc1	-20	-1	8	-5	100	-5	9	-1	4	1.4
CC(=O)N(C1=C(Cl)C(=O)c2ccccc2C1=O)c1ccc(C(=O)O)cc1	-18	3	-21	20	98	-12	17	2	4	-1.4
CC(=O)N(C)c1ccc(NC(=O)c2ccco2)cc1	-5	-1	-14	-3	93	2	0	0	1	1.8
COc1cc(C(=O)NNC(=O)C2CC2)cc(OC)c1OC	-3	0	2	0	98	-1	-5	-3	1	-1.1
COc1ccc(NC(=O)c2ccc3nc(-c4ccccc4)c(-c4ccccc4)nc3c2)c(OC)c1	-5	2	4	-6	94	-8	10	4	-7	2.0
Cc1ccccc1OCC(=O)OCC(=O)NCc1cccs1	-2	-2	2	2	95	2	0	1	1	0.7
Cn1c(SCC(=O)N2CCN(c3ccccc3)CC2)nnc1-c1ccncc1	nt	0	13	0	96	-7	6	-4	1	-1.2
CCOC(=O)c1c(NC(=S)Nc2ccc(Cl)cc2)sc(C)c1C	-9	-1	-5	2	103	-10	-5	5	-4	0.5
Cc1cccc(N2CC(O)(c3cccs3)[N+]3=C2CCCC3)c1C (centres undefined)	-3	-3	-11	1	97	6	0	3	1	-0.1
C=C(C)CNC(=S)N/N=C(\C)c1ccc(-n2ccnc2)cc1	-4	1	8	-7	101	-2	-3	0	4	-1.7
Cc1ccc2cccc(NC(=S)NC(=O)c3c(Br)cnn3C)c2n1	-6	nt	-8	4	102	-7	-7	-2	6	1.9
CCCN(C)C1CN(Cc2cn(CCCC(=O)OC)nn2)S(=O)(=O)C1 (centres undefined)	-7	nt	nt	2	98	nt	-10	1	nt	nt
Further structures:
SMILES	CaV13 FRET inh	N-glyco inh	H9c2 protect	Exocytosis inh	ABCB6 inh MLPCN	PDI turbidity	ABHD5 PLIN5 PPI	HTR2A ag	MC4R antag cAMP	MC4R barr agon
CCC(C)N1CCN(C(=O)c2cccs2)CC1 (centres undefined)	-5	0	-2	-1	107	1	-5	10	9	-0.6
CCOc1ccc(NC(=S)NCCCN2CCOCC2)cc1	-3	0	-3	1	103	-9	-2	1	15	-2.2
Cc1cc(=O)[nH]c(N/N=C/c2ccc(O)c(O)c2)n1	-4	1	-1	9	100	-1	-16	-6	-8	-1.8
Cc1ccc(S(=O)(=O)NCC(=O)N(CC(=O)NC2CCCC2)CC2CCCO2)cc1 (centres undefined)	-3	2	-1	-4	95	1	-7	2	15	0.5
O=C1SCC(c2ccccc2)=NN1Cc1ccccc1	-4	-1	-9	1	102	14	-6	-8	5	0.2
Cc1nn(CCCC(=O)NCc2ccccc2)c(C)c1[N+](=O)[O-]	-5	0	8	4	103	-1	-1	0	4	-2.9
COc1ccc(-c2cccc(-c3nc4ccc(Cl)cn4c3NC3CCCCC3)c2)cc1	-10	-5	-13	-4	104	-2	-3	-4	15	-2.4
CCOc1ccccc1/C=N/NC(=O)CNC(=O)COc1ccccc1	-4	0	-9	-6	100	-1	1	4	26	-2.9
